# Chronic BCR inh: blocks chronic active B-cell receptor signaling. Potency, µM (titrated, usually from 46.1 µM), for inactives: at the top dose ratio change, negative = lower green/red ratio, most hits filed as inhibitors. 340,000 tested, 0.05% active. AID 493014. ABC-DLBCL IkBa-CBG/CBR reporter, luminescence ratio, 4 h; active = well fitted inhibition curve with a large enough effect in the signal ratio, with a control signal flat, not every such curve was filed as active; inconclusive = small, poorly fitted or top-dose-only effect, or effect the other way, or a change in a side signal; the % refers to the signal ratio;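 also: potency is read from the fitted curve at half-maximal effect; plate controls were basal doxycycline-induced cells for no effect and cells given 10 µM MG132 for full effect; MG132 reads +100%, hits lower the ratio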
#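 TMD8 human ABC-DLBCL cells with doxycycline-inducible IκBα–green luciferase fusion and unfused red luciferase, in 0.5% FBS medium; compounds up to 46 uM, 4 h at 37C. Green/red luminescence ratio, filter-overlap corrected, fitted to concentration-response curves.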
# B2AR arrestin: beta2AR (human) beta-arrestin recruitment activity; AID 492947; P07550; beta-arrestin recruitment to beta2AR, cell-based reporter; 330,000 tested, 0.02% active; Potency, µM (titrated, usually from 46.1 µM), for inactives: at the top dose activation, usual class: activators;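 also: potency is read from the fitted curve at half-maximal effect; 0% = DMSO controls and full agonism = EC100 isoproterenol or metaproterenol; nearly all actives have a fitted effect of over 65% in size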
# Target sequence (P07550 whole entry, looked up): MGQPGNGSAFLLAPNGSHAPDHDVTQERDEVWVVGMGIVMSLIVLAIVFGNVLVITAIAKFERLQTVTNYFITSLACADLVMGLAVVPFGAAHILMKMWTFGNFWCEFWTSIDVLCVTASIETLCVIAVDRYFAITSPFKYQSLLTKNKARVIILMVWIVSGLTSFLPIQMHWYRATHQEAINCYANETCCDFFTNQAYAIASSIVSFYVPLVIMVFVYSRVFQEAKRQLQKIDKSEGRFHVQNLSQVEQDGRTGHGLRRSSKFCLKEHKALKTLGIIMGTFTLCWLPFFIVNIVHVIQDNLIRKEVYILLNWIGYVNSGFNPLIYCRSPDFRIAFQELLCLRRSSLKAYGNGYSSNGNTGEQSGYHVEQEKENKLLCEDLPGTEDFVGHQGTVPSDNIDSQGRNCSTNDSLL
# PTAP TSG101 blk: blocks PTAP/TSG101 interaction to inhibit HIV-1 budding | Fluorescence polarization, FITC-PTAP peptide / Tsg101 binding | 340,000 tested, under 10 active | Q99816 | AID 493005 | Potency, µM (titrated, usually from 115 µM), without a hit: at the highest dose activity change, negative = inhibition, usual class: inhibitors; active = well fitted inhibition curve with a large enough effect in the main read-out, with a control signal flat, not every such curve was filed as active; inconclusive = small, poorly fitted or top-dose-only effect, or effect the other way, or a change in a side signal; inactive = no such curve, though single readings can be large or run the other way; also: potency is read from the fitted curve at half-maximal effect; % of control where 0% means no effect
#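 FP read-out: FITC-PTAP peptide, 50 nM final, binding Tsg101 binding domain, 10 uM final; 20 min, r.t.; 10 mM HEPES pH 7.5, 0.15 M NaCl, 0.01% Tween 20, 3 mM EDTA, 0.1 mM TCEP.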
# TCR act: T cell receptor activation | primary human leukocytes, anti-CD3, IL-2 HTRF, 48 h | 330,000 tested, under 10 active | Potency, µM (titrated, usually from 9.22 µM), for inactives: at the highest dose activation of IL-2 secretion, usual class: activators; also: % of control where 0% means no effect
#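 48 hr co-incubation of compounds, a-CD3 beads and primary human leukocytes; IL-2 quantified homogeneously by HTRF with anti-IL-2 K and d2 conjugates.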
# ELG1 DNA repair: inhibitors of ELG1-dependent DNA repair in HEK293T cells | HEK293T ELG1-luciferase reporter, luminescence, 16 h; DNA damage induced by 5-fluorouridine | Potency, µM (top dose mostly 46.1 µM), for the others: at the highest dose activity change, negative = inhibition, actives largely listed as inhibitors | 330,000 tested, 2.3% active; also: potency is read from the fitted curve at half-maximal effect; % is scaled to controls: 0 for no effect and ±100 for the full control effect; nearly all actives have a fitted effect of over 55% in size
#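 Luminescence from the luciferase reporter, measured 30 min after ONE-Glo reagent at room temperature, was the read-out. Beforehand, 2,000 cells per well were exposed for 16 hr at 37 °C to 5-fluorouridine together with compound or vehicle.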
# USP2a block: blocks human ubiquitin-specific protease USP2a; O75604; Potency, µM (highest dose often 38.3 µM), without a hit: at the top dose activity change, negative = inhibition, most hits filed as inhibitors; USP2 core, Ub-CHOP2 coupled fluorogenic reporter, 485/531; 330,000 tested, 0.01% active;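 also: potency is read from the fitted curve at half-maximal effect; plate controls were DMSO wells for no effect and full inhibition by NEM control for full effect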
# Target sequence (O75604 whole entry, looked up): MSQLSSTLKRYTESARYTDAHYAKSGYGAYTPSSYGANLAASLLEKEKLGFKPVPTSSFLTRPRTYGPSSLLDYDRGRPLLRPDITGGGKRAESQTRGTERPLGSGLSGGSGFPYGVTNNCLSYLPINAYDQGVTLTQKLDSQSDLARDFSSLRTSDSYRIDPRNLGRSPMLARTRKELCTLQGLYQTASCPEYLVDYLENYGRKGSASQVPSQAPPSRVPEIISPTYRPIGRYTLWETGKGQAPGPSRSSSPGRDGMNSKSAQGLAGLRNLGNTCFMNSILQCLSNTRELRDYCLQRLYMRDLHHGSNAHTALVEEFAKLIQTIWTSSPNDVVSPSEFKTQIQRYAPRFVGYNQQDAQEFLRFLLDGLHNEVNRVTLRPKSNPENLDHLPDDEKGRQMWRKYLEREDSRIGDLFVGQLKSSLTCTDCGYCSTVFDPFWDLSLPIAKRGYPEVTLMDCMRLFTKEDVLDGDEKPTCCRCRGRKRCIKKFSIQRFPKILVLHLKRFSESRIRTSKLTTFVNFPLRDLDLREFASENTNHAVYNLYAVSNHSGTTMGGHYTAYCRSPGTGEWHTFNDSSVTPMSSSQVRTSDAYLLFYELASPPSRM
#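 Cell-free coupled assay: 10nM USP2 core preincubated 30min RT with compound in Tris-HCl pH 8.0/CaCl2/CHAPS buffer, then 25nM Ub-CHOP2 and 25nM reporter substrate; fluorescence (Ex 485/Em 531) read after 60min RT, normalized to NEM inhibition, concentration-response curves fitted.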
# Tb PFK block: inhibitors of T. brucei phosphofructokinase | Potency, µM (titrated, usually from 57.5 µM), without a hit: at the top dose activity, negative = inhibition, hits mostly inhibitors | 330,000 tested, 0.17% active | AID 485367 | T. brucei PFK, ADP-Glo luminescence | O15648;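 also: potency is read from the fitted curve at half-maximal effect; 0% = uninhibited 1x PFK enzyme wells and -100% = no-enzyme wells; nearly all actives have a fitted effect of over 60% in size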
#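 Luminescent ADP detection (ADP-Glo, two-step: ATP depletion then ADP-to-ATP conversion for luciferase) reported PFK activity after 45 min room-temperature reaction of 1.25 nM enzyme with 0.5 mM F6P and 0.1 mM ATP at pH 8.0.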
# TSHR antagonist: blocks TSH signaling through the human TSH receptor; P16473; TSHR-expressing cells, TSH-stimulated cAMP HTRF, 2 h; stronger effect = lower value; activity change, negative = inhibition, % at 11.5 µM; 330,000 tested, 0.2% active;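 active = activity change below a set negative limit, meaning inhibition stronger than a set level, cut at about -70% in these data; inconclusive = activity change between two set negative limits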; also: % is scaled to controls: 0 for no effect and ±100 for the full control effect
#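 TSHR-expressing cells were treated with compounds, then stimulated with TSH at EC80 (4nM final) for 2 hours at 37 deg C. Cellular cAMP was measured by HTRF competition between lysate cAMP and cAMP-d2 for a cryptate-labelled anti-cAMP antibody.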
# Mito fusion yeast: inhibitors of mitochondrial division or activators of mitochondrial fusion; S. cerevisiae fusion-defective mutant growth rescue, CellTiterGlo 48 h; Potency, µM (highest dose often 46.1 µM), for inactives: at the top dose growth rescue (activation), actives largely listed as activators; 320,000 tested, 0.23% active; AID 485298;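 also: potency is read from the fitted curve at half-maximal effect; % of control where 0% means no effect; nearly all actives have a fitted effect of over 45% in size; temperature-sensitive fusion mutants such as fzo1-1 at 37 °C on non-fermentable ethanol glycerol medium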
#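 Luminescent cell viability in 1536-well qHTS format served as the measure of rescued growth in ts fusion-mutant S. cerevisiae cultured on non-fermentable YPEG for 48 hours at 37C.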
# Eya2 inh: blocks the phosphatase activity of human Eya2. recombinant Eya2, OMFP fluorescence dephosphorylation (OMFP is methylfluorescein phosphate). Potency, µM (top dose mostly 76.9 µM), inactives show at the highest dose activity, negative = inhibition, most hits filed as inhibitors. O00167. 330,000 tested, 0.006% active; also: potency is read from the fitted curve at half-maximal effect; % is scaled to controls: 0 for no effect and ±100 for the full control effect
#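 Eya2 protein (added as 0.2 uM solution) was preincubated with compound for 10 min at ambient temperature in 50 mM HEPES pH 7.5, 50 mM NaCl, 5 uM MgCl2, 0.05% BSA, 1 mM DTT. OMFP (added at 50 uM) then reacted 10 min; fluorescence read at 485/525 nm.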
# uPA generation: blocks generation of uPA at the cell surface; cell surface uPA generation assay, qHTS; Potency, µM (top dose mostly 38.3 µM), inactives show top-dose activity change, negative = inhibition, actives largely listed as inhibitors; 330,000 tested, 0.31% active; active = well fitted inhibition curve with a large enough effect; inconclusive = small, poorly fitted or top-dose-only effect; inactive = no such curve, though single readings can be large or run the other way; tested in mouse RAW 264.7 cells; also: potency is read from the fitted curve at half-maximal effect; % is scaled to controls: 0 for no effect and ±100 for the full control effect; nearly all actives have a fitted effect of over 55% in size
# An asterisk follows results filed as active; ? = inconclusive; . = no result given; [ ] = another dose, or the depositor's remark. Unless noted, calls follow the shape of the dose curve; as a rule, active = well fitted curve in the direction sought with a large enough effect; inconclusive = small, poorly fitted or top-dose-only effect, or another doubt; inactive = no such curve, though single readings can be large; an effect the other way counts as inactive or inconclusive.
SMILES,Chronic BCR inh,B2AR arrestin,PTAP TSG101 blk,TCR act,ELG1 DNA repair,USP2a block,Tb PFK block,TSHR antagonist,Mito fusion yeast,Eya2 inh,uPA generation
NC1CCN(c2c(F)cc3c(=O)c(C(=O)O)cn(C4CC4)c3c2Cl)C1 (configuration not stated),22%,0.5%,-4%,4%,-5%,11%,-1%,24,-1%,11%,-14%
CCOC(=O)CCCCCC(=O)Nc1ccc2c(c1)CC(=O)N([C@@H](C)CO)C[C@@H](C)[C@@H](CN(C)C(=O)Nc1ccc(C(F)(F)F)cc1)O2,2%,-0.3%,-1%,0%,-24%,4%,6%,-12,.,10%,2%
COc1ccc(Cl)cc1Nc1nc(C)cc(C)c1C(N)=O,4%,-0.1%,0%,-4%[46.1 µM],15%,4%,-1%,1,0%,3%,-2%
Cc1ccc(OCCCCN2CCc3ccccc3C2)c(C)c1,-1%,-1.1%,-4%,8%,?,-1%,7%,5,0%,0%,-2%
CCN(CC)S(=O)(=O)c1nnc(NC(=O)c2ccco2)s1,?,-0.3%,1%,0%,5%,4%,0%,3,23%,-1%,0%
CCOc1ccccc1NC(=O)c1ccc(S(=O)(=O)N2CCOCC2)cc1,-1%,0.3%,-2%,-2%,6%,0%,0%,-6,1%,22%,3%
Cc1ccc(C(=O)COC(=O)c2ccncc2)cc1[N+](=O)[O-],4%,-0.8%,0%,-8%[46.1 µM],0%,1%,-12%,6,-2%,-11%,-4%
CCOC(=O)N1CCN(Cc2cc(Cl)c3cccnc3c2O)CC1,?,53%,0%,4%,3.7µM*,1%,-21%,22,12%,?,-15%
COc1ccc(-c2ccc(=O)n(CC(=O)Nc3ccc(C(=O)NC4CC4)cc3)n2)cc1OC,?,-0.6%,0%,-1%,?,2%,-1%,-6,0%,-5%,-4%
O=C(Nc1ccccc1)c1nc[nH]c1C(=O)N1CCc2ccccc2C1,11%,0.1%,-4%,1%,-25%,0%,0%,-7,-21%,0%,5%
COc1ccc(-n2c(C)cc(/C=C/c3nc(O)c([N+](=O)[O-])c(=O)[nH]3)c2C)cc1,4%,0.2%,-1%,1%,-5%,-1%,-1%,-4,-4%,-1%,0%
O=C(Nc1cccc(-c2nc3ncccc3o2)c1)c1sc2cc(Cl)ccc2c1Cl,?,0.4%,0%,.,?,1%,0%,0,2%,-7%,8%
O=C(C1=C(O)C(=O)N(c2ncccn2)C1c1ccc(Cl)cc1)c1ccco1 (configuration not stated),10%,-0.3%,-8%,0%,28%,-1%,-25%,6,-3%,7%,-5%
O=C(CNS(=O)(=O)c1ccc(Cl)c(C(F)(F)F)c1)NC1CCCCCC1,0%,0.4%,2%,-1%,18%,-1%,2%,-5,-1%,-22%,10%
CCC(=O)Oc1c(S(=O)(=O)c2ccc(C)cc2)c(C)nn1C(C)(C)C,0%,0.1%,-2%,3%,-16%,1%,-2%,-10,0%,-4%,0%
Cc1ccc(OCC(=O)Nc2sc3c(c2C#N)CCC3)cc1,?,0.1%,-6%,3%,?,3%,-4%,-7,-4%,9%,4%
C=CCOc1ccccc1CNCCc1ccc(S(N)(=O)=O)cc1,?,0.0%,3%,-5%,13%,10%,-1%,3,0%,11%,1%
Cc1nc2ccc3nc(NC(=O)c4ccc(S(=O)(=O)N5CCOCC5)cc4)sc3c2s1,-6%,-0.2%,.,.,-9%,3%,-7%,-12,0%,0%,7%
CCNC(=O)CSc1nc2cc(S(=O)(=O)Nc3ccc(OC)cc3)ccc2o1,-19%,-0.3%,-6%,5%,8%,0%,1%,-12,-6%,-15%,-5%
CCOC(=O)c1cnc2ccc(OC)cc2c1NCCN1CCOCC1,2%,3.8%,-2%,4%,-18%,4%,2%,7,-3%,12%,-14%
O=S(=O)(NC1CCCCC1)c1ccc(Br)cc1,1%,-1.1%,-1%,-7%,1%,-1%,12%,0,6%,-17%,7%
COC(=O)c1nc2ccccn2c1F,3%,0.0%,0%,3%,-14%,3%,0%,18,6%,-6%,2%
CCOC(=O)N1CCN(C(=O)c2ccccc2CCc2ccccc2)CC1,1%,-0.2%,-4%,4%,4%,0%,6%,-6,10%,0%,2%
O=C(Nc1ccccc1N1CCOCC1)c1cccc(S(=O)(=O)N2CCOCC2)c1,4%,0.0%,-6%,-3%,0%,3%,8%,-9,0%,11%,-29%
N#C/C(=C\c1cccs1)C(=O)NCc1cccnc1,-2%,-0.7%,2%,-3%[46.1 µM],3%,6%,6%,-6,-2%,3%,-12%

# (continued)
SMILES,Chronic BCR inh,B2AR arrestin,PTAP TSG101 blk,TCR act,ELG1 DNA repair,USP2a block,Tb PFK block,TSHR antagonist,Mito fusion yeast,Eya2 inh,uPA generation
CCCCN(C(=O)CSCC(=O)Nc1ccc(OC)cc1)c1c(N)n(Cc2ccccc2)c(=O)[nH]c1=O,10%,-1.7%,0%,5%,-10%,0%,-3%,4,-11%,2%,2%
CCn1c(=S)sc2c(=O)[nH]c(C)nc21,2%,0.1%,-7%,0%,4%,0%,-2%,-6,-2%,-6%,2%
Cc1ncsc1CCOC(=O)c1ccc([N+](=O)[O-])cc1,1%,-0.9%,1%,-3%[46.1 µM],12%,1%,0%,-10,2%,-22%,-4%
CCCCC12CN3CCN(CC(C3)/C1=N\NC(=O)c1ccccc1N)C2,?,-0.2%,-1%,15%[46.1 µM],15%,1%,0%,1,1%,0%,-17%
COc1ccc(-c2nc(CS(=O)CC(=O)NC3CCCCC3C)c(C)o2)cc1 (configuration not stated),0%,-0.9%,0%,0%,5%,0%,0%,5,-9%,3%,-7%
O=C(O)c1ccc(COc2ccc3c(c2)CCC3)cc1,?,-0.2%,-3%,1%,?,-3%,17%,4,14%,-9%,2%
C[C@@H](NC(=O)c1nc[nH]c1C(=O)NCC(=O)OC(C)(C)C)c1ccccc1,11%,0.4%,-5%,-3%,?,-2%,2%,8,3%,6%,4%
Cc1ccc2cc(CN(C(=O)c3ccco3)c3ccccc3)c(=O)[nH]c2c1,?,-0.1%,2%,8%,?,1%,0%,0,3%,-31%,1%
CCOc1ccc(-c2cc(CCCC(=O)NCc3cccnc3)no2)cc1,?,-0.6%,-2%,6%[46.1 µM],?,3%,-4%,-4,8%,2%,?
CC(C)CCNC(=O)C(=O)NC1CCCC1,?,-0.1%,-1%,4%,?,-1%,-1%,3,-3%,11%,-3%
COc1cc(NC(=O)CCc2nnc3ccc(N4CCN(C)CC4)nn23)cc(OC)c1,?,0.5%,-2%,-7%,4%,3%,1%,-16,-3%,0%,7%
Cc1ccc(C(=O)C(C)N2C(=O)NC(C)(c3ccccc3)C2=O)cc1 (configuration not stated),?,0.0%,-1%,0%,?,0%,-4%,-4,-5%,-7%,7%
CC(=O)c1ccc(NC(=S)Nc2ccc(N3CCOCC3)cc2)cc1,-1%,-0.1%,2%,-10%,-9%,0%,0%,-11,-2%,-5%,5%
Cn1ncc(N=Cc2ccccc2O)c1C(=O)N1CCOCC1,-6%,-0.1%,-1%,0%,4%,-6%,0%,-2,-3%,1%,4%
Cc1nc2nc(SCC(=O)c3ccccc3)[nH]c2cc1Br,0%,-0.3%,-1%,2%,?,4%,-4%,-6,0%,-28%,19%
Cn1c(-c2sc(=S)n(-c3ccccc3)c2N)nc2ccccc21,0%,-4.3%,0%,0%,13%,0%,0%,-9,-4%,26%,4%

# Rewritten with two lines to a compound: entries from further up.
# Each structure is followed by: Chronic BCR inh | B2AR arrestin | PTAP TSG101 blk | TCR act | ELG1 DNA repair | USP2a block | Tb PFK block | TSHR antagonist | Mito fusion yeast | Eya2 inh | uPA generation
O=C(O)c1ccc(COc2ccc3c(c2)CCC3)cc1
    ? | -0.2% | -3% | 1% | ? | -3% | 17% | 4 | 14% | -9% | 2%
Cc1ccc2cc(CN(C(=O)c3ccco3)c3ccccc3)c(=O)[nH]c2c1
    ? | -0.1% | 2% | 8% | ? | 1% | 0% | 0 | 3% | -31% | 1%
